Source: PubChem
IMPase Li inh = membrane-permeable IMPase blocker, potentiated with lithium. CHO-M1 cells, IP1 TR-FRET (IP-One), carbachol + lithium. Potency, µM (series often up to 59.4 µM), without a hit: at the highest dose activity, negative = IMPase inhibition, hits mostly inhibitors. 0.35% of 210,000 active;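 note: IP1 builds up when IMPase is blocked and the TR-FRET signal falls; plate controls were basal vehicle for no effect and high inhibitor control for full effect; nearly all actives have a fitted effect of over 50% in size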
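CHO cells stably expressing M1 receptor (2000/well) were cultured 16–30 h, then exposed to compounds with a small lithium addition for 30 min at 37C. IP1 was measured by TR-FRET competition; AC50 from Hill fits.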
NPSR antag = neuropeptide S receptor (human) antagonism, cAMP | Potency, µM (top dose mostly 38.3 µM), inactives show at the highest dose activity change, negative = inhibition, usual class: inhibitors | CHO-NPSR cells, cAMP TR-FRET, antagonist mode | 1% of 220,000 active | AID 1461 | Q6W5P4; note: % is set by controls: 0 for no effect and ±100 for the full control effect; nearly all actives have a fitted effect of over 50% in size; many of its hits are not listed in these tables
Target sequence (Q6W5P4 whole entry, looked up): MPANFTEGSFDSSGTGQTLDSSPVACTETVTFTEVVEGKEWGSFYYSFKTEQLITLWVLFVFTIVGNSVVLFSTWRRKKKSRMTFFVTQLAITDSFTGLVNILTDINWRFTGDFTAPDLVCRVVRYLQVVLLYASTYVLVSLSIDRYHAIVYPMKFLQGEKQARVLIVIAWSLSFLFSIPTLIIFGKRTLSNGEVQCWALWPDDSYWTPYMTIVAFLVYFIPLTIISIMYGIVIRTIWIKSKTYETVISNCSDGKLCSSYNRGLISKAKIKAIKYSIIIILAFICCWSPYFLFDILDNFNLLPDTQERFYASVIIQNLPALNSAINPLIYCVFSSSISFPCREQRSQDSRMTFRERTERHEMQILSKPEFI
SMN2 splice enh = increases expression of the SMN2 splice variant; Potency, µM (top dose mostly 46.1 µM), for the others: at the highest dose activity change, positive = activation, usual class: activators; AID 1458; 2.8% of 210,000 active; HEK293 SMN2-luciferase splicing reporter, luminescence, 30-36 h; note: % of control where 0% means no effect; nearly all actives have a fitted effect of over 55% in size
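qHTS luciferase splicing reporter: luminescence rises when SMN2 exon 7 is included in transfected HEK293 cells. Compound exposure lasted 30-36 h at 37C, with 4.5 mM final sodium butyrate as control, followed by a ONE-Glo read.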
RECQ1 inh = inhibitors of human RECQ1 DNA helicase | 0.54% of 240,000 active | P46063 | RECQ1 DNA unwinding, red fluorescence kinetic read | Potency, µM (series often up to 57.3 µM), without a hit: top-dose activity, negative = inhibition, usual class: inhibitors | AID 2549;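 note: plate controls were vehicle for no effect and no enzyme for full effect; nearly all actives have a fitted effect of over 30% in size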
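RECQ1T1 50 nM; forked duplex (20 bp + 30-nt ss tails) 200 nM, ATP 2 mM final; pH 8.0, 2 mM MgCl2, 2.5 ug/ml poly(dI-dC); 15 min compound preincubation; discontinuous kinetic read over 2 h at RT.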
Epigenetic reg = derepresses silenced GFP reporter in murine cells; murine LDR cells, GFP reporter derepression, 30 h; Potency, µM (titrated, usually from 53.9 µM), without a hit: at the highest dose GFP activation, most hits filed as activators; 0.2% of 280,000 active; note: % of control where 0% means no effect; nearly all actives have a fitted effect of over 60% in size
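Derepression of a silenced CMV-GFP reporter in murine LDR cells is scored by enumerating GFP-positive cells with a laser-scanning microplate cytometer after 30 hours of treatment at 37 C.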
KDM4E inh = inhibitors of human JMJD2E histone demethylase | JMJD2E catalytic domain, FDH-coupled NADH fluorescence (FDH is formaldehyde dehydrogenase) | 1.6% of 230,000 active | AID 2147 | Potency, µM (top dose mostly 57.1 µM), for inactives: at the highest dose activity change, negative = inhibition, hits mostly inhibitors; active = well fitted inhibition curve with a large enough effect, not every such curve was filed as active; inconclusive = small, poorly fitted or top-dose-only effect, or another doubt; inactive = no such curve, though single readings can be large or run the other way;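 note: 0% = wells with enzyme and -100% = buffer wells without enzyme; nearly all actives have a fitted effect of over 50% in size; many of its hits are not listed in these tables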
Target sequence (B2RXH2 1-337 limits assumed): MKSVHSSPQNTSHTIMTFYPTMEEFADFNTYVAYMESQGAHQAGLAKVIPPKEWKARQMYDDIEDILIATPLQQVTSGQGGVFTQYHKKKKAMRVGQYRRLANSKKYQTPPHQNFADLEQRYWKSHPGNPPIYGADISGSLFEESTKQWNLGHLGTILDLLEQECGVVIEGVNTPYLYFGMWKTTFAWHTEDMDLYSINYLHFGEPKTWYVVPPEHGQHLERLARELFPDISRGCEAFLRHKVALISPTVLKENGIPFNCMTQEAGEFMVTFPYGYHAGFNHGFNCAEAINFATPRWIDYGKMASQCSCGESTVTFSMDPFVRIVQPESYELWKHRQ
Luc counter = counter-screen: inhibitors of Kinase-Glo firefly luciferase. Q27757. Kinase-Glo luciferase, ATP luminescence, 8 min. Potency, µM (highest dose often 38.3 µM), inactives show at the highest dose activity change, negative = inhibition, hits mostly inhibitors. 0.28% of 200,000 active. AID 1379; note: % is set by controls: 0 for no effect and ±100 for the full control effect; nearly all actives have a fitted effect of over 60% in size
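Kinase-Glo luciferase light output from ATP and luciferin was measured with 10 uM ATP, within the enzyme's linear range. Buffer: 50 mM imidazole pH 7.2, 50 mM KCl, 7 mM MgCl2, 0.01% Tween 20, 0.05% BSA; luminescence read after 8 min at ambient temperature.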
GoLoco inh red = RGS12 GoLoco-Gai1 interaction inhibition; P63096; Gai1:RGS12 GoLoco peptide FP, rhodamine, 10 min; Potency, µM (series often up to 61.6 µM), without a hit: top-dose activity, negative = inhibition, hits mostly inhibitors; 0.44% of 230,000 active; active = well fitted inhibition curve with a large enough effect, not every such curve was filed as active; inactive = no such curve, though single readings can be large or run the other way; note: % is set by controls: 0 for no effect and ±100 for the full control effect; nearly all actives have a fitted effect of over 30% in size; many of its hits are not listed in these tables
Target sequence (P63096 whole entry, looked up): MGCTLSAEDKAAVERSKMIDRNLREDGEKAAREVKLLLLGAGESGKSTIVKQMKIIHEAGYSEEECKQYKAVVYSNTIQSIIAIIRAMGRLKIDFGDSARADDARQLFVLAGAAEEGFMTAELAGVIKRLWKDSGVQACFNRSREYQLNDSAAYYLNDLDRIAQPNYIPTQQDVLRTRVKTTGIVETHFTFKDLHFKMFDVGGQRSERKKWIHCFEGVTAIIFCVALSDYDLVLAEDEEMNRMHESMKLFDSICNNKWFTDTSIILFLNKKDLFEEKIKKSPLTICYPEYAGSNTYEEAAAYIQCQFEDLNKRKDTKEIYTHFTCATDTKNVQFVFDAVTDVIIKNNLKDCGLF
* = called active by the depositor; i = inactive; ? = inconclusive; . = not tested or not shown; [ ] = dose if it differs, or a comment. Unless noted, calls come from the whole dose curve; as a rule, active = well fitted curve in the direction sought with a large enough effect; inconclusive = small, poorly fitted or top-dose-only effect, or another doubt; inactive = no such curve, though single readings can be large; an effect the other way counts as inactive or inconclusive. Potency is the fitted concentration of half-maximal effect.

SMILES | IMPase Li inh | NPSR antag | SMN2 splice enh | RECQ1 inh | Epigenetic reg | KDM4E inh | Luc counter | GoLoco inh red
CC1CCN(C(=S)Nc2ccc(F)cc2)CC1 | 5% | 4% | ? | -1% | -0.9% | 6% | 1% | 8%
O=C(c1cnccn1)N1CCC[C@@]2(CCN(c3cccc(-c4ccccc4)c3)C2)C1 | 14% | . | -15% | -20% | . | . | 2% | 9%
CN(CCc1ccccn1)C(=O)CCC1CCCN(C(=O)NC2CCCCC2)C1 (stereo unspecified) | -1% | -4% | . | -7% | -1.2% | 4% | . | -8%
COc1ccc(N2C(=O)C(Cl)=C(NCc3ccccc3)C2=O)cc1 | 0%[38.3 µM] | -10%[46.1 µM] | 0% | -11% | -1.1% | -2% | -3% | -2%
CC(C)CC(NS(=O)(=O)c1cccc(C(=O)O)c1)C(=O)O (stereo unspecified) | 1% | 11% | -18% | -3% | 3.7% | -1% | 5% | -3%
CCN(C(=O)COC(=O)COc1ccc2c(C)cc(=O)oc2c1)C1CCS(=O)(=O)C1 (stereo unspecified) | 13% | 24% | 8% | -5% | 0.9% | ? | 1% | -4%
COc1ccccc1NC(=O)c1ccc(NC(=O)CN(C)Cc2ccccc2F)cc1 | -12% | -27% | 7% | -5% | 0.9% | 1% | -1% | 10%
CCc1ccccc1N(CC(=O)N1CCN(c2ccc(F)cc2)CC1)S(C)(=O)=O | -2%[38.3 µM] | -5%[46.1 µM] | -17% | -12% | -1.7% | -3% | 1% | -4%
CC(Oc1ccccc1)c1ccnc(N)n1 (stereo unspecified) | 7% | 19% | -6% | i | -0.3% | -4% | 0% | 6%
Cc1ccc(C(C)(C)C)cc1S(=O)(=O)Nc1cccc(S(=O)(=O)NC2=NCCC2)c1 | 11% | 2% | 5% | i | 1.1% | -6% | -3% | 4%
O=C(COC(=O)c1ccccn1)Nc1ccccc1OC(F)F | -2% | 10% | 17% | i | -0.1% | -14% | -1% | 7%
O=C(Nc1ccccc1Cl)C1CC(=O)N(c2ccccc2)C1 (stereo unspecified) | . | -10% | . | -9% | -3.1% | -27% | . | -7%
Cc1nn(-c2cccc(C(F)(F)F)c2)c(Cl)c1/C=N/n1cnnc1 | -2%[38.3 µM] | 2%[46.1 µM] | -9% | 0% | -1.0% | 0% | -7% | 3%
CC1CCc2sc(-c3n[nH]c(=S)o3)cc2C1 (stereo unspecified) | -19% | -55% | 10µM* | i | 3.0% | ? | 3% | 0%
Cc1ccccc1Cn1cc(S(=O)(=O)CC(=O)Nc2nccs2)c2ccccc21 | 12% | -25%[46.1 µM] | -47%[inhibitor] | -4% | 0.0% | -3% | -2% | 5%
Cc1cc(CN(C)Cc2ccc(OCC(O)CN(C)Cc3ccccc3)cc2)on1 (stereo unspecified) | 5% | -12% | . | -1% | 1.0% | 0% | . | 4%
C/C(=N\O)c1cccc[n+]1Cc1ccccc1 | 3% | . | -4%[9.22 µM] | . | . | . | -4%[7.66 µM] | -1%[14.2 µM]
O=C(O)C1C2C=CC(C2)C1C(=O)NCc1ccc(Cl)c(Cl)c1 (stereo unspecified) | -4% | 15% | -22% | -2% | -1.3% | 3% | -4% | 2%
C/C(=N\NC(=O)Cn1cc([N+](=O)[O-])cn1)c1ccco1 | . | 6% | . | 0% | 1.7% | 4% | . | -2%
O=C1CN(C(=O)COC(=O)CCC(=O)c2ccc3c(c2)OCCO3)c2ccccc2N1 | 24%[38.3 µM] | -6%[46.1 µM] | 4% | i | 2.9% | ? | -1% | 11%
O=C(Nc1ccc(N2CCOCC2)c(Cl)c1)c1ccc(F)cc1 | 7% | 4% | 11µM* | -4% | -1.0% | 6% | 4% | 0%
COc1ccc(C(=O)C2CCCN(Cc3cnc(N4CCOCC4)s3)C2)c(OC)c1 (stereo unspecified) | 13% | -7% | . | -4% | -4.3% | -7% | -2% | 6%
Cc1nn(CC(=O)NCc2ccc(OC(C)C)cc2)c(=O)c2cc3occc3n12 | 15%[38.3 µM] | -6%[46.1 µM] | 23% | -4% | -3.0% | -3% | 18% | 6%
CC(C)(C)c1ccc(C(=O)c2c[nH]c(C(=O)NCc3ccco3)c2)cc1 | 20%[38.3 µM] | -14%[46.1 µM] | -15% | -1% | 0.1% | 4% | -4% | 3%
CC1CN(C2=N/C(=C/c3ccc4c(c3)OCO4)C(=O)N2)CC(C)O1 (stereo unspecified) | 17% | 53% | . | i | -0.7% | ? | 0% | 8%
COc1ccc(CC(=O)NCc2n[nH]c(=S)n2-c2ccc(Br)cc2)cc1 | -10% | 8% | 18% | 0% | 1.2% | 1% | 6% | 10%
C/C(CC(=O)NCc1ccccc1)=N\NC(N)=S | -2% | 13% | -15% | 3% | 3.4% | -24% | -1% | 6%
COc1ccc(/C=N/NC(=O)Cn2cnc3c2c(=O)n(C)c(=O)n3C)cc1 | . | 9% | . | -4% | 0.0% | 8% | . | 3%
CC1CC(=S)Nc2ccccc2N1Cc1ccccc1 (stereo unspecified) | 0% | -36% | 5% | i | 3.2% | -3% | 0% | 14%
CC(CNCC1CCCO1)COc1ccccc1 (stereo unspecified) | 20%[38.3 µM] | 0%[46.1 µM] | 5% | -8% | -2.2% | ? | -3% | -9%
Cc1ccc(NC(=S)NCc2cccs2)c(C)c1 | 23%[38.3 µM] | -14%[46.1 µM] | 3% | -9% | -0.7% | 0% | 13% | 5%
CCCCC[C@H](O)/C=C/C=C\C/C=C\C=C\[C@@H](O)CCCC(=O)O | 4% | . | 20% | -8% | -1.1% | -3% | -1% | 0%
C1=C(c2ccccc2)CCN(c2nc3ccccc3n3cnnc23)C1 | 11%[38.3 µM] | -17%[46.1 µM] | 7% | -17% | 2.7% | ? | -2% | 10%
COC(=O)c1ccc(NC(=S)NC2CC3CCC2C3)cc1 (stereo unspecified) | 14% | -23% | ? | -6% | 0.1% | -4% | 1% | 0%
COc1ccccc1Cn1c(SCC(N)=O)nc2c(oc3ccccc32)c1=O | -11% | -24% | 1% | i | 11% | -3% | 2% | 10%
NNC(=O)c1ccc([N+](=O)[O-])c(CS(=O)(=O)c2ccc(Cl)cc2)c1 | 1%[38.3 µM] | -14%[46.1 µM] | -7% | 0% | -1.2% | 28% | -5% | 6%
COc1cc(C(=O)OCC(=O)Nc2c(F)cccc2F)cc(OC)c1C | -18% | 1% | -7% | -8% | -3.0% | -10% | 1% | 5%
Cc1cc(NS(=O)(=O)c2ccc(NS(=O)(=O)c3ccc(CC(C)C)cc3)cc2)nc(C)n1 | 14% | -3% | 8% | i | -1.2% | ? | 6% | 4%
CCCCOc1ccc(-c2[nH]ncc2C=O)cc1 | 3% | -8% | . | i | -1.3% | 1% | . | -7%
N/C(=N/OC(=O)c1cccc([N+](=O)[O-])c1)c1cccc([N+](=O)[O-])c1 | 7% | -1% | 0% | 16% | -1.1% | 5% | -10% | 10%
CCOC(=O)c1nnn(-c2ccccc2C#N)c1C | 11%[38.3 µM] | -7%[46.1 µM] | 6% | -2% | 0.0% | 3% | 0% | 3%
CC(C)(C)NNC(=S)Nc1cccc(F)c1 | . | ? | . | -10% | ? | -17% | . | -5%
CC(C)[C@H](NC(=O)OCc1ccccc1)C(=O)NCc1ccccc1 | 8% | 1% | 2% | -2% | 1.0% | 3% | 3% | 6%
COc1ccc2c(c1)C(c1ccc(C)o1)=NNC(c1ccccc1)=N2 | 2% | -24% | 9% | i | -4.9% | -2% | 6% | 12%
Cc1ccc(S(=O)(=O)c2cnc(-c3ccccc3)nc2Oc2ccccc2)cc1 | 8%[38.3 µM] | 18%[46.1 µM] | -16% | 4% | -1.9% | 1% | 0% | -1%
Cc1ccccc1Cn1c(CN2CCN(c3ccc(F)cc3)CC2)nc2c1c(=O)n(C)c(=O)n2C | 12% | -3%[46.1 µM] | -8% | 5% | 1.0% | 12% | 1% | 7%
O=C(Nc1nc2ccccc2[nH]1)c1ccc(F)c(S(=O)(=O)N2CCOCC2)c1 | -8% | -1% | ? | -3% | 0.0% | -1% | -2% | 2%
O=C1CCC(=O)N1OCCCOc1ccc2c(c1)CCC2 | 41%[activator][38.3 µM] | -1%[46.1 µM] | ? | -3% | -0.2% | 12% | 2% | -9%

By substructure, the compounds so far containing an NH in an aromatic ring.
SMILES | IMPase Li inh | NPSR antag | SMN2 splice enh | RECQ1 inh | Epigenetic reg | KDM4E inh | Luc counter | GoLoco inh red
CC1CCc2sc(-c3n[nH]c(=S)o3)cc2C1 (stereo unspecified) | -19% | -55% | 10µM* | i | 3.0% | ? | 3% | 0%
CC(C)(C)c1ccc(C(=O)c2c[nH]c(C(=O)NCc3ccco3)c2)cc1 | 20%[38.3 µM] | -14%[46.1 µM] | -15% | -1% | 0.1% | 4% | -4% | 3%
COc1ccc(CC(=O)NCc2n[nH]c(=S)n2-c2ccc(Br)cc2)cc1 | -10% | 8% | 18% | 0% | 1.2% | 1% | 6% | 10%
CCCCOc1ccc(-c2[nH]ncc2C=O)cc1 | 3% | -8% | . | i | -1.3% | 1% | . | -7%
O=C(Nc1nc2ccccc2[nH]1)c1ccc(F)c(S(=O)(=O)N2CCOCC2)c1 | -8% | -1% | ? | -3% | 0.0% | -1% | -2% | 2%

(list continues)
SMILES | IMPase Li inh | NPSR antag | SMN2 splice enh | RECQ1 inh | Epigenetic reg | KDM4E inh | Luc counter | GoLoco inh red
Cc1ccc(-n2c(=O)c3c(C)c(C)sc3n(Cc3cc(=O)n4ccccc4n3)c2=O)cc1C | 11% | -9% | 5% | -6% | 1.0% | -23% | 4% | -4%
CCCCn1c(SCc2c(C)noc2C)nc2cc(S(N)(=O)=O)ccc21 | 13%[38.3 µM] | -11%[46.1 µM] | ? | -6% | -0.9% | 6% | 1% | 17%
COc1ccc(NC(=O)CS(=O)(=O)c2cn(CC(=O)N3CCOCC3)c3ccccc23)cc1 | -4% | 13% | 5% | -2% | -2.1% | 10% | 10% | 6%
C/C(=N/Nc1nc(-c2ccc(Cl)cc2)cs1)c1cccs1 | 42%[activator][38.3 µM] | -20%[46.1 µM] | ? | -5% | 0.1% | -1% | -9% | 1%
COc1ccccc1N(C(C)=O)C1SC(=O)N(c2ccccc2)C1=O (stereo unspecified) | -8%[38.3 µM] | -1%[46.1 µM] | -14% | -3% | 0.0% | 4% | -1% | 7%
Cn1c(=O)c2c(nc(NCc3ccc4c(c3)OCO4)n2Cc2ccccc2F)n(C)c1=O | 1%[38.3 µM] | -15%[46.1 µM] | -31%[inhibitor] | i | -2.0% | 2% | 0% | 6%

Not all compounds are listed, so the mix of outcomes need not match the whole.
